# Assay outcomes from PubChem BioAssay.
# Anthrax LF prot: Bacillus anthracis LF protease inhibitors, primary screen, biochemical, multiplex microsphere, MLPCN library; Lethal factor (Bacillus anthracis), P15917; multiplex microsphere protease cleavage assay; inhibition, % at 10 µM; hit rate 0.12% among 360,000; note: plate controls were buffer without enzyme for full effect and enzyme alone for no effect
# DUSP3 inh: VHR1 phosphatase inhibitors, primary screen, biochemical, absorbance, uHTS | inhibition, % at 13.3 µM | AID 1654, 2009 | hit rate 0.52% among 290,000 | recombinant VHR phosphatase, pNPP absorbance | Dual specificity protein phosphatase 3 (Homo sapiens), P51452; in the data active = inhibition above about 50%; note: some compounds called inactive have numbers as strong as hits
# Target sequence (P51452 whole entry, looked up): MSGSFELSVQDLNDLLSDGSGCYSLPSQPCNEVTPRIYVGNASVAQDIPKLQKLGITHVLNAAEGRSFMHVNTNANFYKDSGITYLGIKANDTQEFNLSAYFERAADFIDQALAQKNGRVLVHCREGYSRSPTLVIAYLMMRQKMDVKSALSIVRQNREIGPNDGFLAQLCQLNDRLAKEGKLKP
# SARS 3CLpro inh: SARS-CoV 3CLpro protease inhibitors, primary screen, biochemical, quenched FRET; AID 1706, 2009; Replicase polyprotein 1ab (Severe acute respiratory syndrome coronavirus), P0C6X7; hit rate 0.14% among 290,000; inhibition, % at 6 µM; recombinant SARS-CoV 3CLpro, quenched FRET peptide cleavage; in the data active = inhibition above about 12%
# Rv3671c inh: Rv3671c serine protease inhibitors, primary screen, biochemical, fluorescence polarization, M. tuberculosis H37Rv. inhibition, % at 5.96 µM. hit rate 0.048% among 320,000. P9WHR9; in the data active = inhibition above about 38%;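 note: extracellular domain of Rv3671c used as enzyme; 0% = enzyme with DMSO and 100% = no enzyme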
# Target sequence (P9WHR9 whole entry, looked up, the tested form may be a part): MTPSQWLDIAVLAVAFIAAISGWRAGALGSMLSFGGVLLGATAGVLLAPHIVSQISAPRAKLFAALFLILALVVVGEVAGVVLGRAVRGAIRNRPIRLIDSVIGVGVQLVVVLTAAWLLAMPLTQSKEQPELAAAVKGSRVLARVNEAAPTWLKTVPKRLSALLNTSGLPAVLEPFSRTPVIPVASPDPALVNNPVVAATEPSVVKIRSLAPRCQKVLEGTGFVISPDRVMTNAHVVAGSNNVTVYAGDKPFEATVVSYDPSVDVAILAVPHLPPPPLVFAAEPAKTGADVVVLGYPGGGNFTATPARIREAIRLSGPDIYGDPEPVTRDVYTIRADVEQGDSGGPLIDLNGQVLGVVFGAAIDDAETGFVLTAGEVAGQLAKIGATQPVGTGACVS
# PriA SSB inh: inhibitors of Klebsiella pneumoniae PriA binding to SSB C-terminal tail, primary screen, biochemical, AlphaScreen | PriA–SSB C-terminal tail interaction (Klebsiella pneumoniae) | AlphaScreen SSBct-PriA binding, biotinylated peptide | inhibition, % at 33 µM | hit rate 0.6% among 430,000 | AID 1272365, 2023; in the data active = inhibition mostly above about 37%, no sharp cut-off; inactive = mostly below about 20%;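 note: plate controls were negative control peptide for no effect and reference peptide for full effect; strong numbers were not always called active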
# CCHF vOTU inh: CCHFV vOTU protease inhibitors, primary screen, biochemical, Pep-AMC substrate, fluorescence. AID 651958, 2012. Crimean-Congo hemorrhagic fever virus L polyprotein viral ovarian tumor (vOTU) protease …. hit rate 0.55% among 370,000. inhibition, % at 11.5 µM; in the data active = inhibition above about 30%; note: 0% = vehicle wells with enzyme and 100% = no enzyme wells
# BoNT F protease: BoNT/F light chain protease inhibitors, primary screen, biochemical, flow cytometry, MLPCN library. hit rate 0.22% among 360,000. inhibition, % at 10 µM. Multiplex microsphere protease cleavage assay. Botulinum neurotoxin type F light chain protease (Clostridium botulinum); in the data active = inhibition above about 35%, passing the limit was not always enough; inconclusive = no clear call, values can overlap the other calls; note: plate controls were buffer without enzyme for full effect and enzyme alone for no effect
# BoNT A protease: BoNT/A light chain protease inhibitors, primary screen, biochemical, flow cytometry, MLPCN library; Botulinum neurotoxin type A light chain protease (Clostridium botulinum A str. ATCC 3502); multiplex microsphere protease substrate cleavage; inhibition, % at 10 µM; AID 588499, 2011; hit rate 0.17% among 360,000; note: plate controls were buffer without enzyme for full effect and enzyme alone for no effect
# PrPC surface inh: inhibitors of human cell surface prion protein PrPC, primary screen, cell-based, TR-FRET | AID 720596, 2013 | Major prion protein (Homo sapiens), P04156 | TR-FRET read-out | hit rate 0.43% among 370,000 | inhibition, % at 13.8 µM; in the data active = inhibition above about 24%; note: 0% = median of the test wells and 100% = reference compound wells
# MazEF act: activators of E. coli MazEF toxin-antitoxin RNase, primary screen, biochemical, fluorescence, uHTS; hit rate 0.32% among 350,000; FAM/BHQ RNA-DNA oligo cleavage fluorescence, 5 h; activation, % at 20 µM; Endoribonuclease toxin MazF (Escherichia coli (strain K12)), P0AE70; AID 504720, 2011; in the data active = activation above about 50%
# Target sequence (P0AE70 whole entry, looked up): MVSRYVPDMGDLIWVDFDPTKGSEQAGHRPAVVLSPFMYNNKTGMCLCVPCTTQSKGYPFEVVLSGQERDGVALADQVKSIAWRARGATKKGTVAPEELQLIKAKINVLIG
# * = called active by the depositor; ? = inconclusive; nt = no result given; & = joins results of further samples. Cut-off read from the data, not from the text of the source, unless noted: active = inhibition above about 30%; inconclusive = no clear call, values can overlap the other calls; inactive = below that.
# A first look:
# The line under a structure holds: SARS 3CLpro inh	DUSP3 inh	Anthrax LF prot	Rv3671c inh	BoNT A protease	CCHF vOTU inh	MazEF act	PrPC surface inh	PriA SSB inh	BoNT F protease
> CCOC(=O)CCCCCC(=O)Nc1ccc2c(c1)CC(=O)N([C@@H](C)CO)C[C@@H](C)[C@@H](CN(C)C(=O)Nc1ccc(C(F)(F)F)cc1)O2
→ nt	nt	-6	-16	-0.5	14	0	4	-20	-4
> Cc1nc(-c2cccc(Cl)c2)n[nH]1
→ 0	4	-10	13	0.3	-1	3	7	-3	-3
> O=C(Nc1cccc(Cl)c1)OC1CN2CCC1CC2 (centres undefined)
→ 1	-14	11	-129	?	-2	-2	16	2	?
> CC1=CC(C)C2(COC(=O)Nc3ccccc3)COC(C)C1C2C (centres undefined)
→ 1	21	-2	-1	-0.6	8	-1	1	-12	-5
> Cn1cccc1/C=C1\SC(=S)N(NC(=O)c2ccccc2)C1=O
→ 4	0	3	-2	7.3	13	4	-25	55	8
> CC(NC(=O)C1CCN(CCOc2ccc(Cl)cc2)CC1)c1cccc2ccccc12 (centres undefined)
→ nt	nt	-6	nt	-0.5	-17	nt	-19	nt	-5
> N#CC(C#N)=C1C(=O)N(CCN2CCOCC2)c2ccccc21
→ 2	-1	10	7	-2.8	-1	2	3	3	?
> CCNC(=O)COC(=O)c1cccc(Br)c1
→ 4	11	-1	0	0.3	1	7	-7	-10	-4
> COc1ccc(CCNc2cc(C)nc3c(-c4ccc(Cl)cc4)cnn23)cc1OC
→ 3	4	-1	4	0.0	-23	-15	5	-4&-20	-1
> O=C(NCCC1=CCCCC1)N[C@@H](Cc1ccccc1)C(=O)O
→ -4	3	-2	-2	0.8	2	-12	3	-15	0
> CCOC(=O)C1CCCN(C(=O)c2ccc(Cl)cc2)C1 (centres undefined)
→ 4	26	1	-5	0.4	4	-4	-1	-6	5
> CCc1onc(C)c1C(=O)Nc1ccc(N2CCOCC2)cc1
→ nt	nt	-4	0	-0.6	9	8	3	4	-23

# All compounds of this part, previewed entries included:
# The line under a structure holds: SARS 3CLpro inh	DUSP3 inh	Anthrax LF prot	Rv3671c inh	BoNT A protease	CCHF vOTU inh	MazEF act	PrPC surface inh	PriA SSB inh	BoNT F protease
> CCOC(=O)CCCCCC(=O)Nc1ccc2c(c1)CC(=O)N([C@@H](C)CO)C[C@@H](C)[C@@H](CN(C)C(=O)Nc1ccc(C(F)(F)F)cc1)O2
→ nt	nt	-6	-16	-0.5	14	0	4	-20	-4
> Cc1nc(-c2cccc(Cl)c2)n[nH]1
→ 0	4	-10	13	0.3	-1	3	7	-3	-3
> O=C(Nc1cccc(Cl)c1)OC1CN2CCC1CC2 (centres undefined)
→ 1	-14	11	-129	?	-2	-2	16	2	?
> CC1=CC(C)C2(COC(=O)Nc3ccccc3)COC(C)C1C2C (centres undefined)
→ 1	21	-2	-1	-0.6	8	-1	1	-12	-5
> Cn1cccc1/C=C1\SC(=S)N(NC(=O)c2ccccc2)C1=O
→ 4	0	3	-2	7.3	13	4	-25	55	8
> CC(NC(=O)C1CCN(CCOc2ccc(Cl)cc2)CC1)c1cccc2ccccc12 (centres undefined)
→ nt	nt	-6	nt	-0.5	-17	nt	-19	nt	-5
> N#CC(C#N)=C1C(=O)N(CCN2CCOCC2)c2ccccc21
→ 2	-1	10	7	-2.8	-1	2	3	3	?
> CCNC(=O)COC(=O)c1cccc(Br)c1
→ 4	11	-1	0	0.3	1	7	-7	-10	-4
> COc1ccc(CCNc2cc(C)nc3c(-c4ccc(Cl)cc4)cnn23)cc1OC
→ 3	4	-1	4	0.0	-23	-15	5	-4&-20	-1
> O=C(NCCC1=CCCCC1)N[C@@H](Cc1ccccc1)C(=O)O
→ -4	3	-2	-2	0.8	2	-12	3	-15	0
> CCOC(=O)C1CCCN(C(=O)c2ccc(Cl)cc2)C1 (centres undefined)
→ 4	26	1	-5	0.4	4	-4	-1	-6	5
> CCc1onc(C)c1C(=O)Nc1ccc(N2CCOCC2)cc1
→ nt	nt	-4	0	-0.6	9	8	3	4	-23
> COC(C/C=C/C(=O)[C@H](C)OCc1ccccc1)OC
→ nt	nt	-2	0	-0.3	nt	10	nt	-6	-6
> CCN(CC)S(=O)(=O)c1ccc(S(=O)(=O)NCC2CCCO2)cc1 (centres undefined)
→ -4	0	-4	7	1.8	-8	8	-5	-24	26
> CC(C)[C@@H](C(=O)NC1CCCC1)N1C(=O)N2CCc3c([nH]c4ccccc34)[C@@]2(C)C1=O
→ 7	21	-1	-3	-0.3	3	4	4	16	-1
> COc1ccccc1NC(=O)c1ccc2c(c1)OCO2
→ 2	-1	-11	0	-4.2	13	4	1	-6	-8
> CCC(C)(C)NC(=O)C(c1ccc(C)cc1)N(CC1CCCO1)C(=O)CNC(=O)c1cccs1 (centres undefined)
→ -2	2	-2	3	-0.6	13	0	-3	-1	1
> NNC(=O)c1cc2cc3ccccc3nc2s1
→ -1	22	-10	13	-0.2	-2	1	-2	-12	-4
> COc1ccc(CCNC(=O)CSc2nnc(-c3cccc(C)c3)o2)cc1OC
→ -1	12	4	4	1.3	-1	11	-6	-20	8
> CCOC(=O)c1c(C)[nH]c(C)c1C(=O)CSc1nc2ccccc2c(=O)n1-c1ccc(F)cc1
→ 6	15	-2	-9	-1.4	2	12	0	-16	-2
> COc1ccc(C(=O)NCc2csc(C(C)C)n2)cc1OC1CCN(C(C)=O)CC1
→ 2	30	1	7	-2.0	11	0	-6	-11	-8
> Cc1cc(-n2c(C)cc(C(=O)CSc3nnnn3-c3ccccc3)c2C)no1
→ 2	-12	-2	-10	-0.3	0	1	9	0	-16
> CCCCn1nc(C(=O)OCC(=O)Nc2sccc2C(N)=O)c2ccccc2c1=O
→ -1	9	-4	-7	-0.5	1	4	-1	-6	-1
> O=C(NCCc1ccccc1)Nc1nnc([C@@H]2C[C@H](O)[C@@H](CO)O2)s1
→ nt	nt	-3	nt	0.1	-4	nt	8	nt	-1
> Nc1ccc2oc(-c3ccccn3)nc2c1
→ 2	31	2	-4	0.2	6	-7	7	12	0
> Cc1ccc(NC(=O)CNc2cc(S(=O)(=O)N3CCOCC3)ccc2N2CCOCC2)cc1S(=O)(=O)N(C)C
→ nt	nt	-6	0	0.0	13	9	-4	-11	-5
> Cc1noc(C)c1C(=O)N1CCc2ccccc2C1
→ 2	-17	1	1	-0.7	12	-7	-4	-2	-6
> O=C(CCS(=O)(=O)Cc1ccccc1F)N1CCc2ccccc2C1
→ -2	18	nt	1	nt	26	5	0	-15	nt
> S=C(NCc1ccccn1)NN=Cc1ccccn1
→ nt	nt	-14	nt	0.5	1	7	8	61*	3
> COC(=O)c1ccc(NC(=O)CCS(=O)(=O)c2ccc(C)cc2)cc1
→ -1	31	4	-10	0.5	-8	-5	2	-12	0

# The results go on.
# The line under a structure holds: SARS 3CLpro inh	DUSP3 inh	Anthrax LF prot	Rv3671c inh	BoNT A protease	CCHF vOTU inh	MazEF act	PrPC surface inh	PriA SSB inh	BoNT F protease
> CCOC(=O)C1CCCN(C(=O)C(C)Oc2ccc(Cl)cc2Cl)C1 (centres undefined)
→ -7	28	1	1	?	nt	-1	nt	-19	4
> O=C(CSc1nnc(-c2ccc(O)cc2)o1)NNC(=O)c1ccncc1
→ 6	-20	-2	-5	-1.7	12	1	-6	-6	-10
> O=C(NCCN1CCN(C(=O)c2cccc([N+](=O)[O-])c2)CC1)C(=O)NCc1ccc(Cl)cc1
→ -4	13	0	4	0.9	-2	1	-2	-8	-10
> Fc1ccccc1OCC1CCCN(Cc2nc(CC3CC3)no2)C1 (centres undefined)
→ 0	25	-1	-1	-0.6	-6	-7	2	-23	-8
> NS(=O)(=O)c1ccc(CCNC(=O)COC(=O)CCSc2ccc(Cl)cc2)cc1
→ 1	-4	1	-2	1.5	-18	6	5	-10	6
> Cc1ccc(C)c(N2CCN(CC(=O)Nc3ccc([N+](=O)[O-])cc3C(=O)Nc3ccccc3F)CC2)c1
→ -4	20	-6	-18	-2.0	-3	-9	-5	-2	-22
> Cc1cccc(CN2CCNC2=O)c1
→ -12	-1	-3	-7	-1.6	-9	-2	4	-4	-21
> COc1ccc(S(=O)(=O)N2CCCCCC2)cc1NC(=O)CCc1cc(OC)c(OC)c(OC)c1
→ nt	nt	-3	nt	-0.3	-7	6	8	-11	-8
> COc1ccc(N2CCN(C(c3ccccc3)c3nnnn3Cc3ccc(F)cc3)CC2)cc1 (centres undefined)
→ 4	19	-4	-3	-1.3	8	0	-5	24	-15
> Cc1c(N)cccc1-n1cnnn1
→ 1	37	-8	1	-0.4	-14	1	-4	-1	0
> N#C/C(=C\c1cccnc1)c1ccc(Br)cc1
→ 0	14	-3	-9	-3.7	2	3	-8	3	-15
> COc1ccc(C(CNC(=O)c2cccc(NC(=O)c3cccs3)c2)N2CCCC2)cc1 (centres undefined)
→ nt	nt	-4	-17	-5.3	-1	1	-13	2	1
> CCOC(=O)c1c(CN2CCCCC2)n(C)c2cc(Br)c(O)cc12
→ -3	2	-6	-8	-0.8	0	6	-2	4	-19
> Cc1c(C(=O)NC(=S)Nc2ccc(N3CCOCC3)cc2)cccc1[N+](=O)[O-]
→ 1	27	-1	-2	0.7	-7	-10	1	0	-2
> COc1ccc(CC(=O)OCC(=O)NCc2ccc(Cl)cc2)cc1
→ 1	26	-3	-10	-0.1	4	4	-4	-13	-2
> O=C(c1cc2cc([N+](=O)[O-])ccc2oc1=O)N1CCN(C2CCCCC2)CC1
→ -2	5	-4	1	-0.7	-1	25	-11	-8	-12
> Cc1c(Cl)cccc1NS(=O)(=O)c1c(C(=O)N2CCOCC2)c(C)n(C)c1C
→ 5	13	0	4	-1.1	9	6	3	0	-2
> O=C(Nc1ccccc1-c1nnn(CC(=O)N2CCCc3ccccc32)n1)c1ccc(Cl)cc1
→ -3	4	-2	10	-0.1	-4	-19	-3	-9	5
> COc1ccc(CN(Cc2cc3ccc(C)cc3[nH]c2=O)Cc2nnnn2C2CCCC2)cc1
→ nt	-14	4	-2	?	5	-5	0	1	18
> COC(C/C=C/[C@H](O)[C@H](C)OCc1ccccc1)OC
→ nt	nt	1	0	-0.2	15	3	0	-9	1
> CC(C)(C)OC(=O)C(Cc1ccc(OC(C)(C)C)cc1)NC(=O)CNC(=O)OCc1ccccc1 (centres undefined)
→ -2	-2	-6	-4	-1.9	19	-8	8	-10	-4
> CC(C)[C@H](NC(=O)N1CC(=O)Nc2ccccc21)C(=O)N1CCC[C@@H]1C(=O)O
→ -3	12	0	3	-0.9	-2	1	-2	-9	-19
> CCOC(=O)c1cc(CC)sc1NC(=O)Cc1ccsc1
→ -1	29	nt	-12	nt	-2	-2	2	-7	nt
> CCOC(=O)CCNC(=O)N1CCCC(CNS(=O)(=O)c2cccs2)C1 (centres undefined)
→ 0	3	-2	4	-1.2	-1	7	-1	-6	-12
> COc1cc(/C=C(\NC(=O)c2ccccc2)C(=O)Nc2nccs2)ccc1OC(C)=O
→ 6	21	-6	5	0.1	-12	-27	2	-4	-18

# Some of the compounds tested; count on the stated rates, not on these rows.
